# ABHD5 PLIN5 PPI: ABHD5-PLIN5 interaction inhibitors, primary screen, cell lysate, split luciferase complementation, luminescence; Perilipin-5 (Homo sapiens) + 1-acylglycerol-3-phosphate O-acyltransferase ABHD5 (Homo …; Split G. princeps luciferase complementation, 4 h; inhibition, % at 4 µM; 360,000 compounds, 0.78% hits;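 active means inhibition above the mean inhibition across every tested compound plus 3 SD, cut at about 22% in these data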;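 further: 0% = DMSO only wells and the 100% control is not disclosed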
# m5-HT2A agonist: mouse Htr2a agonists via beta-arrestin recruitment, primary screen, cell-based, luminescence; 5-hydroxytryptamine receptor 2A (Mus musculus), P35363; CHO-K1 mHTR2A beta-arrestin complementation; percent of 30 µM serotonin response; activation, % at 7.6 µM; 360,000 compounds, 0.66% hits; AID 624169, 2012;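 active means activation above a run cutoff, the mean activation of all tested compounds plus 3 SD, cut at about 14% in these data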;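 further: 0% = plate median of compound wells and 100% = 30 µM serotonin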
# Target sequence (P35363 whole entry, looked up): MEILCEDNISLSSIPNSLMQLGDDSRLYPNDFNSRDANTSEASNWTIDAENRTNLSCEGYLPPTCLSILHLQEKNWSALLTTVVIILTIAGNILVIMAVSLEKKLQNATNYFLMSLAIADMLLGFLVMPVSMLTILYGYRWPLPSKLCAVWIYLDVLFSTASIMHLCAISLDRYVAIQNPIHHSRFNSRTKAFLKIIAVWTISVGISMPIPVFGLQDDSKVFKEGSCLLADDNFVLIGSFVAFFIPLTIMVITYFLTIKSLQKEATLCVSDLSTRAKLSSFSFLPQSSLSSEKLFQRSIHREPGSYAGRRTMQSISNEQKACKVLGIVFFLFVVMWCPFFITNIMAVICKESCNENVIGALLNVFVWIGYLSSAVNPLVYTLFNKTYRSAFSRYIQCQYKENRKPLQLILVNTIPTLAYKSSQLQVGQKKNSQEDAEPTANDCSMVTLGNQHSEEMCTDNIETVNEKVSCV
# MC4R ag barr: MC4R agonists recruiting beta-arrestin, primary screen, cell-based, luminescence, agonist arm of biased-ligand search; U2OS MC4R beta-arrestin complementation; percent of melanotan II response, DMSO zero; AID 540308, 2011; Melanocortin receptor 4 (Homo sapiens), P32245; activation, % at 8.9 µM; 360,000 compounds, 0.98% hits;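 active means activation above a per-plate cutoff, the mean activation of sample wells on that plate plus 3 SD, cut at about 8% in these data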
# ABCB6 inh MLPCN: ABCB6 transporter inhibitors, primary screen, K562-ABCB6 cells, flow cytometry, MLPCN library; ATP-binding cassette sub-family B member 6 (Homo sapiens), Q9NP58; K562-ABCB6 porphyrin accumulation, 1 h; stronger effect = lower value; fluorescence ratio to DMSO, % at 10 µM; 360,000 compounds, 0.19% hits; AID 602162, 2011;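 active means fluorescence ratio to DMSO below 75%, the collection mean minus 3 SD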;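 further: signal is porphyrin accumulated inside mitochondria; 100% equals median channel fluorescence of DMSO control wells; lower ratio means ABCB6 inhibition with less porphyrin fluorescence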
# MC4R antag cAMP: MC4R antagonists of cAMP signaling, primary screen, cell-based, TR-FRET, antagonist arm of biased-ligand search | Melanocortin receptor 4 (Homo sapiens), P32245 | MC4R-expressing cells, MTII-stimulated cAMP, LANCE TR-FRET | inhibition, % at 6.5 µM | 360,000 compounds, 0.48% hits | AID 540295, 2011;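 active means inhibition above its plate's cutoff, the mean of tested wells on that plate plus 3 SD, cut at about 29% in these data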;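 further: 0% = Melanotan II alone and 100% = Melanotan II plus saturating MCL0020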
#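 Material: U2OS-MC4R stable cell line | Reagent: Melanotan II challenge after compound preincubation | Doses: One concentration, 6.5 µM nominal | Incubation: 30-min compound preincubation, 1-h Melanotan II challenge, 1-h detection, room temperature | Signal: TR-FRET cAMP assay | Replicates: One well per compound, no replicates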
# NOD2 RIPK2 PPI: NOD2-RIPK2 binding disruptors in cells, primary screen, fluorescence, CHO cells, BLA complementation. Receptor-interacting serine/threonine-protein kinase 2 (Homo sapiens), O43353. CCF4 ratio. inhibition, % at 4.98 µM. 360,000 compounds, 0.38% hits; in the data active means inhibition above about 21%;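 further: 0% = vehicle only and 100% = reference blocker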
# Target sequence (O43353 whole entry, looked up): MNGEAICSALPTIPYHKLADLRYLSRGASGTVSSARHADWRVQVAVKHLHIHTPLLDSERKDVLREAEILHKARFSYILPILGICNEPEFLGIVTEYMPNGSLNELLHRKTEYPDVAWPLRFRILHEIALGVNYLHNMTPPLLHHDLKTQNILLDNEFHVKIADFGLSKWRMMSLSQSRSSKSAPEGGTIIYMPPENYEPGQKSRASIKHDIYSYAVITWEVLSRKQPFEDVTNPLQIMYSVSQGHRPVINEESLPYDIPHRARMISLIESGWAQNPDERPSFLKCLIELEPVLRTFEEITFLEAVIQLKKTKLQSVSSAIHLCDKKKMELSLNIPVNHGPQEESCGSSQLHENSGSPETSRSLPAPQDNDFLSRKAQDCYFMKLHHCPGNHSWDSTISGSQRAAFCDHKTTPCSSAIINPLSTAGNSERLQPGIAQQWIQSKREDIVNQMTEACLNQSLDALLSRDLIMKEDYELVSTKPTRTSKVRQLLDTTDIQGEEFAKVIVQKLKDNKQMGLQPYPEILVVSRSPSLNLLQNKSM
# Glyco luc inh: increase of ERlucT glycosylation luciferase signal, primary screen, N-linked glycosylation inhibitor project, D54 ERlucT cells, luminescence, set 2. D54 ERlucT glycosylation luciferase reporter, 24 h; percent of 100 nM tunicamycin response. reporter increase, % at 12.5 µM. 360,000 compounds, 0.23% hits;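 active means mean luciferase reporter signal, scaled so untreated is 0 and the glycosylation-blocking control 100, at or above a set limit in every replicate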;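 further: luciferase carries N-glycosylation sites so blocking glycosylation raises the light; 0% = median of neutral control wells and 100% = median of 100 nM tunicamycin wells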
# TLR9-MyD88 inh: inhibitors of TLR9-MyD88 association in cells, primary screen, cell-based, CHO, BLA complementation, fluorescence; Toll-like receptor 9 (Homo sapiens) + Myeloid differentiation primary response protein …; CCF4 FRET ratio; inhibition, % at 4.98 µM; 340,000 compounds, 0.21% hits;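 active means inhibition above the mean over all tested compounds plus 3 SD, cut at about 21% in these data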;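 further: 0% = DMSO only wells and 100% = clavulanate BLA inhibitor control wells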
# SRC2 inh: inhibition of GAL4-SRC2 driven luciferase reporter, primary screen, SRC2 inhibitor project, cell-based, luminescence. Nuclear receptor coactivator 2 (Homo sapiens), Q15596. HEK293 GAL4-SRC2 luciferase reporter. inhibition, % at 9 µM. 370,000 compounds, 0.17% hits. AID 651957, 2012;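 active means inhibition above the mean inhibition of all tested compounds plus 3 SD, set per campaign, cut at about 52% in these data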;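 further: 0% = DMSO treated cells and 100% = cells given Gossypol at 36 µM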
# H9c2 protect: cardioprotection against H2O2-induced cell death, primary screen, uHTS, H9c2 cells, ATPLite luminescence; protection from H2O2 cell death, % at 20 µM; H9c2 cardiomyocytes, H2O2 injury protection, 2 h; 360,000 compounds, 0.63% hits;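 active means compounds giving at least 50% protection of heart cells from peroxide-induced death in the single-dose screen, raw or plate-pattern-corrected value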;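 further: 0% = DMSO wells with peroxide and 100% = DMSO wells without peroxide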
# * marks the source's active call; other numbers are inactive results; · = not tested or not shown.
# Each structure is followed by: MC4R antag cAMP	NOD2 RIPK2 PPI	TLR9-MyD88 inh	Glyco luc inh	SRC2 inh	MC4R ag barr	ABHD5 PLIN5 PPI	m5-HT2A agonist	H9c2 protect	ABCB6 inh MLPCN
1	Cc1ncc([N+](=O)[O-])n1CC(=O)NCCc1ccccc1
    -2	-5	-1	-1	6	-2.8	3	5	3	91
2	CN(C)c1c([N+](=O)[O-])cc(N2C(=O)C=CC2=O)cc1[N+](=O)[O-]
    13	-7	2	0	·	-2.8	7	-4	-21	96
3	COC(=O)c1[nH]c2cc(OC)ccc2c1NC(=O)CCN1CCCCC1
    -4	10	12	-1	-19	-1.4	-5	-4	-10	101
4	Cc1ccc(NC(=O)NN2CCOCC2)cc1
    21	0	0	0	18	-0.8	0	2	-3	102
5	COc1ccc(CNC(=O)C(C#N)c2nc3ccccc3nc2N2CCN(C)CC2)cc1 (centres undefined)
    8	10	8	1	-8	4.4	16	-9	5	99
6	O=C(CN1CCN(Cc2ccccc2)CC1)Nc1ccc(-n2cnnn2)cc1
    -3	-14	-3	0	3	1.3	10	3	0	91
7	Cc1ccccc1OCC(=O)NNC(=O)Nc1ccc(Cl)cc1
    -10	1	5	13	-19	-0.7	-9	0	-16	86
8	CC(=O)Nc1ccc(NC(=O)CCC(=O)OCC(=O)c2cccc([N+](=O)[O-])c2)cc1
    2	-8	4	3	10	-0.3	-1	-1	2	93
9	COc1cc(CNc2ccc3c(c2)OCCO3)ccc1OCC(N)=O
    6	-2	-3	1	-31	-3.0	-5	1	1	97
10	O=C(CN1C(=O)CCSc2ccccc21)Nc1cccc(F)c1
    14	-10	1	-1	-4	-4.0	0	6	2	91
11	CCOC(=O)N1CCN(C(=O)c2ccc(N3CC4CC(C3)c3cccc(=O)n3C4)c(NC(=O)c3ccc(F)cc3)c2)CC1 (centres undefined)
    0	-7	2	4	5	-2.6	6	-8	0	104
12	O=C(Nc1cccc(F)c1)N1CCC(c2ccccc2)CC1
    10	4	6	5	0	-0.4	-1	-2	3	98
13	NS(=O)(=O)c1ccc(CCNc2nc(CN3CCOCC3)nc3sc4c(c23)CCC4)cc1
    0	-3	-3	4	-7	-0.6	11	-2	18	95
14	Cc1ccc(C(=O)Nc2ccc3c(c2)OCCO3)cc1S(=O)(=O)N1CCOCC1
    4	-6	2	-2	-40	-0.6	1	2	6	92
15	CCCc1cnc(N2CCN(C(=O)c3ccc(OC)cc3)CC2)nc1
    16	0	4	-2	·	-0.6	5	-1	-6	93
16	C#CCOCCOCCOCCNc1nc(N2CCN(C(=O)[C@H](CCCCN)n3cc([C@@H](N)CO)nn3)CC2)nc(N2CCN(C(=O)[C@H](CCCCN)n3cc([C@@H](N)CC(C)C)nn3)CC2)n1
    5	-7	2	0	-20	0.3	2	4	-4	98
17	CC(=O)c1ccc(NC(=O)Cn2cnc(S(=O)(=O)N3CCc4ccccc43)c2)cc1
    -4	-2	5	1	2	2.8	14	-1	0	97
18	CSCCC(NC(=O)c1ccco1)C(=O)NCC(c1ccco1)N1CCCCC1 (centres undefined)
    14	-4	-2	1	13	-1.4	-10	3	3	100
19	COc1cccc(N/C=C/C(=O)c2ccc(OC)c(OC)c2)c1
    2	-7	-12	1	-11	1.3	-6	-2	-11	90
20	COc1ccc(CC(=O)Nc2ccccc2NC(=O)c2ccco2)cc1OC
    5	-4	-6	2	-11	1.1	-1	2	15	103
21	Cc1cc(C)n2nc(SCCCC(=O)c3ccc(F)cc3)nc2n1
    -1	0	-7	2	2	-1.1	-7	-4	-3	101
22	COc1ccc(NC(=O)Nc2sc(=S)n(C)c2C)cc1
    -4	-7	1	1	-29	-2.0	-12	0	4	89
23	CC(C)N1CCN(Cc2nc3c(s2)CCCC3)CC1CCO (centres undefined)
    22	9	7	1	-12	1.8	3	-3	7	99
24	Cn1c(=O)c2c(nc(SCc3ccc(F)cc3)n2C)n(C)c1=O
    8	3	-6	-3	4	-0.6	-6	3	17	98
25	CCCCNC(=O)C1(C)CCN1C(=O)c1ccncc1 (centres undefined)
    2	-6	·	2	-3	0.2	4	4	1	102
26	CCOC(=O)C1CCN(C(=O)C2CCCN2S(=O)(=O)c2ccc(Cl)cc2)CC1 (centres undefined)
    1	-1	-7	3	10	-3.0	-5	3	-2	96
27	COc1ccc(CNC(=O)Cn2cccc2C(=O)c2ccccc2C)cc1
    0	5	5	-2	-41	4.3	10	-6	-2	94
28	COc1ccc(C)cc1NC(=O)NNC(=O)c1ccoc1C
    4	-2	-6	1	-3	-2.1	-11	-3	6	102
29	Cc1ncsc1CCC(=O)N1CCCC(Nc2ccc(C(C)C)cc2)C1 (centres undefined)
    4	-1	-14	-4	10	-2.1	0	-1	-4	100
30	NS(=O)(=O)c1ccc(NC(=O)c2cc(Cl)ccc2Cl)cc1
    -5	1	-5	-1	7	-0.6	2	2	7	102
31	CCOC(=O)c1ccc(NC(=O)Cn2c(=O)oc3ccccc32)cc1
    -7	1	3	0	2	-0.9	-2	-5	4	102
32	C#Cc1cccc(C(=O)N2CCCC(C(=O)c3ccc(OC)cc3C)C2)c1 (centres undefined)
    3	-18	1	0	2	-3.3	-5	9	-1	87
33	CCCNC(=O)NC(=O)COC(=O)CNS(=O)(=O)/C=C/c1ccccc1
    6	-8	8	1	6	-0.7	-1	1	4	92
34	O=C1c2ccccc2[C@@H]2C[C@@H](O)[C@H](Nc3ccccc3-c3ccccc3)CCN12
    4	-7	-4	-1	-6	-1.4	-2	1	5	98
35	CCOC(=O)C1(Cc2ccccc2)NC(c2ccccc2F)C2C(=O)N(CC)C(=O)C21 (centres undefined)
    1	5	1	-2	11	-1.1	-8	0	3	101
36	CC(NC(=O)COC(=O)C1CCC1)c1ccccc1 (centres undefined)
    9	-9	-7	1	17	2.0	23*	1	2	101
37	Nc1nonc1-n1nnc(C(=O)N/N=C/c2cccc(F)c2)c1CN1CCCCCC1
    9	8	4	5	17	-0.5	4	3	3	98
38	COc1cc(CN2CCC(n3nccc3NC(=O)c3ccccc3OC)CC2)ccc1F
    5	4	-11	3	-7	1.4	-2	-2	-3	99
39	Cc1c(N2C(=O)C(=O)/C(=C(/O)c3ccc(Cl)cc3)C2c2ccccc2)c(=O)n(-c2ccccc2)n1C (centres undefined)
    17	0	-8	-1	-28	-1.2	-3	3	-2	94
40	C/C(=N\NC(=O)c1cccc(S(=O)(=O)N2CCCCC2)c1)c1ccc(C)o1
    13	-9	-3	1	22	0.0	3	2	26	84
41	c1ccc2[nH]c(CN3CCCCCC3)nc2c1
    0	1	2	3	-4	-0.9	2	1	2	91
42	COc1ccc(CCNC/C=C/c2ccccc2)cc1
    8	-5	4	1	-23	1.4	-3	-5	-3	102
43	COc1ccc(C(=S)N(C)C)cc1OC
    -3	-16	7	1	6	-0.8	-5	2	-4	102
44	Cc1ccc(-n2c(=O)c3sccc3n(Cc3cc(=O)n4ccccc4n3)c2=O)cc1
    -3	3	-6	-1	-10	3.8	4	3	-7	104
45	Cc1c(NC(=O)Nc2ccc(C(C)C)cc2)c(=O)n(-c2ccccc2)n1C
    8	-6	-3	1	-5	-2.0	-7	-5	4	95
46	CC(CC(=O)NC1CCSC1=O)c1ccccc1 (centres undefined)
    6	-4	3	-2	-3	0.7	-7	7	2	99
47	C#CCNc1ccc(C(=O)OCC)cc1
    -2	5	0	1	-63	-1.6	2	3	1	102
48	Cc1ccc(S(=O)(=O)Nc2ccc(S(=O)(=O)Nc3cc(C)nc(C)n3)cc2)cc1
    10	1	2	1	8	-4.8	1	-6	2	94
49	O=C(Nc1cc(Cl)cc(Cl)c1)c1cnn2cccnc12
    7	1	3	-1	4	0.2	-1	0	-6	94
50	Nc1nc2ccc(Cl)cc2cc1C(=O)NCCCN1CCOCC1
    ·	-3	·	·	8	·	2	3	·	·
51	O=C(Cc1ccc(Cl)cc1)Nc1cc(S(=O)(=O)N2CCOCC2)ccc1N1CCCC1
    14	-2	8	1	-16	-1.8	-3	-8	2	102
52	O=C(NCC1CCCO1)c1ccc(COc2ccccc2)cc1 (centres undefined)
    -1	-9	7	-1	-48	-1.6	0	-4	0	95
53	Cc1c(Br)c(=O)oc2c(Br)c(O)ccc12
    11	5	-10	2	-18	-0.6	-4	6	-7	95
54	Cc1nn(-c2ccccc2)c(C)c1C(=O)Oc1ccccc1
    1	4	-2	0	-32	-1.2	-4	-1	0	89
55	Cn1c(=O)cc(SCC(=O)N2CCN(c3ccccc3)CC2)c2ccccc21
    0	7	-2	5	-9	-2.2	-7	-13	22	90
56	O=C(Cn1ccc2ccccc2c1=O)NCCC(=O)N1CCN(C(=O)c2ccco2)CC1
    -6	-3	8	3	-28	-1.9	2	4	6	90
57	CC(=O)Nc1ccc(NC(=O)[C@@H]2CCCN2S(=O)(=O)c2ccc3c(c2)OCCO3)cc1
    8	-9	4	4	-26	-2.9	3	-1	-2	100
58	CN(C)S(=O)(=O)c1ccc(Cl)c(NC(=O)COC(=O)/C=C/c2ccc3ccccc3n2)c1
    1	-10	-13	3	5	0.6	11	5	0	105
59	Cc1cccn2c(=O)c(C=O)c(Nc3ccc(S(N)(=O)=O)cc3)nc12
    3	-14	-9	18	·	0.4	4	1	4	92
60	CCOc1ccc(NC(=O)CN(C)C(=O)C2CCCC2)cc1OCC
    5	-3	9	1	0	-4.6	2	4	8	98
61	O=c1ccn([C@@H]2O[C@H](CNCc3ccccc3OCc3ccc(Cl)cc3Cl)[C@@H](O)[C@H]2O)c(=O)[nH]1
    ·	7	·	0	-15	·	-7	-5	-2	100
62	COc1ccc(CCNC(=O)CSc2nnc(Cc3cccn3C)n2C)cc1OC
    2	-3	4	-1	-5	-1.6	-4	-2	-4	100
63	Cc1ccc(C(=O)Cc2nc3ccccc3[nH]2)cc1
    -4	-10	-7	5	-34	-0.2	-8	1	4	108

# Compound activity from PubChem.

# Only part of the results is shown (hit frequency here may not be typical).
